Compound activity from PubChem.
RGS4 pot – RGS4 potentiation or activation. HEK293 M3R/inducible RGS4, carbachol calcium flux Fluo4; active compounds read low. B-score at 10 µM. hit rate 0.92% among 310,000;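 active = B-score of the integrated calcium signal more than 4 SD below the library mean, with starting fluorescence not abnormally high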;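 also: negative B-score means reduced calcium response which marks RGS4 activation or potentiation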
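Reagent: ECmax carbachol challenge; Test system: M3R-expressing HEK293 line, RGS4 induced by doxycycline; Schedule: overnight RGS4 induction, 30 min dye load 37 °C, 20 min compound RT; Detection: calcium dye Fluo4 fluorescence; Read-out: Agonist-evoked peak-minus-minimum fluorescence over baseline, integrated ratio, B score.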
KCNQ1 block – human KCNQ1 channel inhibition; P51787; CHO-K1 KCNQ1, FluxOR thallium flux fluorescence; active compounds read high; B-score at 10 µM; hit rate 1.3% among 310,000; AID 2642;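 active = compounds whose thallium flux B-score, printed positive for inhibition, exceeds three library SD while starting fluorescence stays within three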;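 also: channel opened by potassium depolarization with thallium stimulus after 20 min compound exposure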
GSK3 alpha inh – inhibitors of human GSK-3 alpha kinase | ADP-Glo luminescence, 60 min | AID 2650 | inhibition, % at 10 µM | hit rate 0.1% among 320,000 | P49840;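 in the data active = inhibition above about 50%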;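 also: GST-tagged GSK-3 alpha with peptide substrate and 25 µM ATP; 0% = DMSO neutral wells and 100% = GW8510 positive control wells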
Dyrk1A ADPGlo – inhibitors of rat Dyrk1A kinase; Q63470; ADP-Glo luminescence, NFATc1 peptide; hit rate 0.43% among 310,000; AID 504441; inhibition, % at 12.5 µM; in the data active = inhibition above about 50%;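 also: plate controls were vehicle with enzyme for no effect and no enzyme for full effect; many of its hits are not listed in these tables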
RGS4 inh – inhibitors of human RGS4. B-score at 10 µM. hit rate 0.45% among 310,000. HEK293 M3R/RGS4 inducible, Fluo-4 calcium flux; active compounds read high; triggered by carbachol at its EC20;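 active = B-score, a plate-corrected calcium signal, over three deviations above library mean, with baseline fluorescence within five deviations of library mean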;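 also: RGS4 expression induced by doxycycline in cells with stable M3 receptor; B-score is computed from the integrated fluorescence ratio over baseline after carbachol; higher B-score means a larger calcium signal and so more RGS4 inhibition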
Target sequence (P49798 whole entry, looked up): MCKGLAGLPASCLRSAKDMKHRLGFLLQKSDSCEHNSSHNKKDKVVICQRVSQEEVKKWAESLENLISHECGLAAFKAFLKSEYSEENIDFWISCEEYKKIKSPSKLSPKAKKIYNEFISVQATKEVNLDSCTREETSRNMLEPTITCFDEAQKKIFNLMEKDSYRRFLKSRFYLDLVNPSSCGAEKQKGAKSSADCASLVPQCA
KCNK9 block – inhibitors of human KCNK9 two-pore domain potassium channel; AID 488922; HEK293 KCNK9, FluxOR thallium flux fluorescence; active compounds read low; hit rate 1.2% among 310,000; B-score at 10 µM;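 active = ratio B-score over 3 SD below the library mean, with starting fluorescence within 5 SD of its mean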;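 also: negative B-score means less thallium flux so channel inhibition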
Target sequence (Q9NPC2 whole entry, looked up, the tested form may be a part): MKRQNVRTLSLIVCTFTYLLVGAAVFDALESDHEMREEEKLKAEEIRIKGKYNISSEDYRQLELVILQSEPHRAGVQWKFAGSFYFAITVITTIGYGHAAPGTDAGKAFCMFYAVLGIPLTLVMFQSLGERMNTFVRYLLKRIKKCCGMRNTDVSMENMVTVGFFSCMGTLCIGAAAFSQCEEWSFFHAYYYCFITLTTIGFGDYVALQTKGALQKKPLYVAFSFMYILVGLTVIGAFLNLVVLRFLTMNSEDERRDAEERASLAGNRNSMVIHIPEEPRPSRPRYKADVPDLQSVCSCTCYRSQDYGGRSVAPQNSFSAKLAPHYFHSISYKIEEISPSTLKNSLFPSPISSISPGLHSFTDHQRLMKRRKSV
hERG protect – shields human hERG channel from block by proarrhythmic agents. Q12809. CHO-hERG, FluxOR thallium flux, dofetilide IC70 present. activation (rescue from dofetilide block), less the hit threshold, % at 10 µM. hit rate 0.51% among 310,000. AID 1511;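 active = activation above the mean of controls blocked by dofetilide plus 5 SD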;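 also: thallium influx through hERG after potassium depolarization seen as dye fluorescence rise; in these data hits start at about 4.7%; inactives centre near -7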
GSK3beta inhib – inhibitors of human GSK3beta kinase; P49841; GST-GSK3beta kinase, ADP-Glo luminescence, 60 min; active compounds read low; activity score (negative = inhibition), % at 10 µM; hit rate 0.038% among 300,000;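 active = more than half of replicate wells score below -50%, meaning over 50% inhibition versus plate controls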;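 also: 0% = median DMSO wells and -100% = median GW8510 positive control wells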
Target sequence (P49841 whole entry, looked up): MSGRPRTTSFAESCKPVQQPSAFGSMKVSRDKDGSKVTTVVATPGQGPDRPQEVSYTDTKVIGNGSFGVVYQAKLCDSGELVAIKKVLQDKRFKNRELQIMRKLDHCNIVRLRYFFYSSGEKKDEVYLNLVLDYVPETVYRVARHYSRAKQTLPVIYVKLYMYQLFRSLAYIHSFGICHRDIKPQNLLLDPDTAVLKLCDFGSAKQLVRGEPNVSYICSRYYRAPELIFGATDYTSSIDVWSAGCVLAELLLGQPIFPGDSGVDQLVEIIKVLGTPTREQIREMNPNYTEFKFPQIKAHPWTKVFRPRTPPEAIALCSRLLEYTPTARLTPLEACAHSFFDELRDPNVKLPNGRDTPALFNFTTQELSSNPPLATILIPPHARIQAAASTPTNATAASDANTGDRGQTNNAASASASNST
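test system = GST-tagged human GSK3beta kinase, cell-free | reagent = 25 µM ATP with peptide substrate | dosing = one dose of 10 µM per compound | schedule = 60 min reaction, RT | detection = luminescent ADP-Glo measurement of ADP formed | control set = DMSO neutral wells and GW8510 at 20 µM as positive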
PolyA inhibitor – blocks polyadenylation in yeast reporter cells; S. cerevisiae SKY197-pL101 polyadenylation reporter, beta-gal luminescence; efflux-impaired pdr1/pdr3 knockout yeast; score 100 = 6 SD above DMSO; calls only at 12 µM; hit rate 0.02% among 300,000;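 active = lowest replicate activity score at least 50, where 100 means six control SD above control mean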;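 also: yeast exposed to compound for 9 h at 30 °C; higher score means more reporter readthrough which indicates perturbed polyadenylation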
KCNK3 block – human KCNK3 channel inhibition, primary screen. AID 602410. CHO-KCNK3 thallium flux, FluxOR fluorescence; active compounds read low. B-score at 10 µM. hit rate 0.84% among 340,000. O14649;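 active = B-score under library mean minus 4 SD, starting fluorescence ratio at most library mean plus 5 SD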;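 also: more negative B-score means stronger inhibition of thallium flux through KCNK3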
KCNQ1 pot – potentiators or activators of human KCNQ1 potassium channel. CHO-K1 KCNQ1, thallium flux FluxOR fluorescence; active compounds read high. hit rate 0.35% among 310,000. B-score at 10 µM. P51787;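 active = fluorescence ratio B-score, a plate-corrected score, at least three library SD, with initial intensity B-score within 5 SD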
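Material: CHO-K1 cells stably expressing KCNQ1. Medium: assay buffer for compound exposure, DMSO matched across wells. Reagent: K+/Tl+ depolarizing stimulus. Compound dosing: single-concentration screen. Times: 37 °C overnight plating, 90-min dark dye load, 20-min compound pretreatment. Technique: FluxOR Tl+ flux fluorescence.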
* marks the source's active call; other numbers are inactive results; i = inactive; / = not tested or not shown. The list is partial; rates above refer to the full screens.

Each structure is followed by: RGS4 pot	KCNQ1 block	GSK3 alpha inh	Dyrk1A ADPGlo	RGS4 inh	KCNK9 block	hERG protect	GSK3beta inhib	PolyA inhibitor	KCNK3 block	KCNQ1 pot
> Cn1c(=NC(=O)COc2ccccc2)sc2cc(F)cc(F)c21
  i	i	-5	/	i	i	0	-3	i	/	i
> Cc1nnc(SCC(=O)Nc2c(C)n(C)n(-c3ccccc3)c2=O)n1Cc1ccccc1
  i	i	-1	-3	i	i	-5	2	i	i	i
> O=C(COc1ccc2ccccc2c1)NNC(=O)Nc1ccccc1F
  i	i	-2	-1	i	i	-7	-1	i	i	i
> OCC1(Cc2ccc(Cl)cc2)CCN(Cc2ccccc2F)CC1
  i	i	-1	/	i	i	-10	2	i	i	i
> Cc1ccc2c(c1)N(CC(=O)NC1CCCCC1)C(=O)c1cccnc1O2
  i	i	/	58*	i	i	-6	2	i	i	i
> CCN1C(=O)C(CC(=O)Nc2ccc(F)cc2)N(CCCN2CCN(c3ccc(F)cc3)CC2)C1=S (stereo not drawn)
  i	13*	-2	-5	i	i	-27	-1	i	i	i
> COc1cccc2cc(C(=O)Nc3ccccc3C)/c(=N/O)oc12
  i	i	-2	0	i	i	-5	0	i	i	i
> O=C(CCC(=O)Nc1cccc([N+](=O)[O-])c1)NCc1ccccc1
  i	i	-1	4	i	i	-7	3	i	i	i
> COc1cc(CNC(C)(C)CO)cc(Br)c1OCc1ccc(Cl)cc1
  i	i	5	6	i	i	-21	-2	i	i	i
> C=CCN1C(=O)C(CC(=O)Nc2ccc(OC)cc2)SC1=Nc1ccc(S(N)(=O)=O)cc1 (stereo not drawn)
  i	i	-2	-1	i	i	-23	-5	i	i	i
> CC1CN(CCOc2ccc([N+](=O)[O-])cc2)CC(C)O1 (stereo not drawn)
  i	i	-1	-6	i	i	-3	0	i	i	i
> COCCCN1C(=O)C(=O)/C(=C(/O)c2ccc3c(c2)OCCO3)C1c1ccc(C(=O)OC)cc1 (stereo not drawn)
  i	i	-7	1	i	i	-4	1	i	i	i
> COc1ccc(NC2CCCN(C(=O)c3oc(C)cc3C)C2)cc1OC (stereo not drawn)
  i	i	1	0	i	i	-8	-3	i	i	i
> CC1=CC(c2ccccc2)n2ncnc2N1 (stereo not drawn)
  i	i	/	/	i	i	-5	3	i	i	i
> CC(CS(=O)(=O)c1ccc2c(c1)NC(=O)CS2)C(=O)N1CCN(c2cccc(Cl)c2)CC1 (stereo not drawn)
  i	i	1	5	i	i	-11	1	i	i	i
> CCCNc1nc2c(c(=O)[nH]c(=O)n2C)n1CCCc1ccccc1
  i	i	0	-9	i	i	-10	6	i	i	i
> OCC1(CO)COC(c2ccccc2)=N1
  i	i	0	11	i	i	-16	-3	i	i	i
> Cc1ccc(OCc2nn3c(-c4ccco4)nnc3s2)cc1
  i	i	1	-3	i	i	-1	-3	i	i	i
> CCOC(=O)Cn1nc(-c2ccccc2)c(-c2ccccc2)nc1=O
  i	i	0	-2	i	i	-4	-2	i	i	i
> O=C(COC(=O)CCS(=O)(=O)c1ccc(Cl)cc1)NCCc1ccccc1
  i	i	-8	-6	i	i	-5	-1	i	i	i
> O=C(NC1CCCc2ccccc21)C1CCCO1 (stereo not drawn)
  i	i	-2	-4	i	i	-14	2	i	i	i
> O=C(NCc1ccccc1)C1=C[C@H](c2ccc3c(c2)OCO3)C[C@H](OCCCCO)O1
  i	i	0	-1	i	i	-9	0	i	i	i
> CN1CC=C2C(C#N)=C(N)C(C#N)(C#N)C(c3cccc(Cl)c3Cl)C2C1 (stereo not drawn)
  i	6*	12	3	i	i	-19	2	i	i	i
> O=C1CCCN1CCCNCC(O)c1ccccc1 (stereo not drawn)
  i	i	-2	2	i	i	-8	0	i	i	i
> CCN(CC)S(=O)(=O)c1cccc(NC(=O)COc2ncnc3sccc23)c1
  i	i	-2	5	i	i	-4	3	i	i	i
> O=C(NCCc1ccc(C(F)(F)F)cc1)C1CCC(=O)N(CCc2cccc(F)c2)C1 (stereo not drawn)
  i	i	-1	-1	i	i	-12	1	i	i	i
> COc1ccc(OC)c(NC(=O)c2ccccc2OC(C)=O)c1
  i	i	2	16	i	i	-6	-1	i	i	i
> COc1ccc2nc3sc(C(=O)NCc4cccs4)c(N)c3cc2c1
  i	i	-5	/	i	i	-10	5	i	/	i
> COCCNC(=S)Nc1cccc2cnccc12
  i	i	0	-3	i	i	-7	0	i	i	i
> Cc1ccccc1S(=O)(=O)Cc1ccc(C(=O)NC2CCCCC2C)o1 (stereo not drawn)
  i	i	-1	4	i	i	-16	0	i	i	i
> Cc1ccccc1C(=O)NC(NC(=O)c1ccccc1C)c1cccc([N+](=O)[O-])c1
  i	i	/	1	i	i	-9	2	i	i	i
> CNc1oc(-c2ccc(Cl)cc2)nc1C#N
  i	i	-7	-6	i	i	-3	-2	i	i	i
> CC(C)CCC1CC(CSC(=N)N)OC1=O (stereo not drawn)
  i	i	-11	-2	i	i	-5	-1	i	i	i
> CN(C)CC(C)(C)CNC(C(=O)Nc1ccc(Cl)cc1C(F)(F)F)c1ccccc1 (stereo not drawn)
  i	i	-1	6	i	i	-12	-2	i	i	i
> Cc1ccc(C)c(-c2cc(C(=O)NCc3cccs3)c3ccccc3n2)c1
  i	i	-3	1	i	i	-7	0	i	i	i
> CNC(=S)N(CCc1c(C)[nH]c2ccccc12)Cc1cccnc1
  i	i	-1	-3	i	i	-3	-1	i	i	i
> CCCc1nnc(SCC(=O)N2CCCC2)n1Cc1ccco1
  i	i	0	/	i	i	-6	0	i	i	i
> CC(C)/C=C/CN1CCCC(N2CCN(c3cccc(Cl)c3)CC2)C1 (stereo not drawn)
  i	i	8	/	i	i	-10	-2	i	i	i
> COc1ccc(-c2csc(NC(=O)CSCC(=O)Nc3cc(C)on3)n2)c(OC)c1
  i	i	0	-9	i	i	-11	1	i	i	i
> O=C(CC1C(=O)NCCN1Cc1ccc(F)cc1)NCCN1CCCc2ccccc21 (stereo not drawn)
  i	i	-1	4	i	i	-8	-2	i	i	i
> CC(C)c1ccc(-c2cc(C(=O)N3CCOCC3)c3cc(Br)ccc3n2)cc1
  -8.4*	6*	-4	-3	i	i	-12	1	i	i	i
> CCOC(=O)C(=O)/C(C#N)=C/Nc1ccc(F)cc1
  i	i	0	-5	i	i	-10	6	i	i	i
> COCCN1C(=O)N[C@@H](c2cccc(C(F)(F)F)c2)[C@@H](C(=O)OC)[C@H]1C
  i	i	0	4	i	i	-2	4	i	i	i
> O=C(Nc1nc(-c2ccccn2)cs1)c1ccc([N+](=O)[O-])o1
  i	i	0	6	i	i	-15	-2	i	i	i
> CC(C)c1ccc(/C=C2\SC(N3CCOCC3)=NC2=O)cc1
  i	i	1	-1	i	i	-11	2	i	i	i
> O=C1C2CC=CCC2C(=O)N1Cc1nnc(-c2ccc(Cl)cc2)o1 (stereo not drawn)
  i	i	-2	2	i	i	-18	-4	i	i	i
> Cc1oc(S(=O)(=O)N(C)C)cc1C(=O)Nc1ccc(Cl)cc1
  i	i	-3	-3	i	i	0	-22	i	i	i
> CSc1ccc(-c2nc(CN3CCCCC3c3cccnc3)c(C)o2)cc1 (stereo not drawn)
  i	i	-1	1	i	i	-10	1	i	i	i
> Cc1nn(C2CCCCC2)c(N)c1-c1ccccc1
  i	i	1	10	i	i	-2	2	i	i	i
> CCCCOc1ccc(-c2nnc(-c3cc[n+](C)cc3)o2)cc1
  i	i	0	2	i	i	-4	1	i	i	i
> CCCCNC(=O)NC12CC3CC(CC(C3)C1)C2
  i	i	0	-6	i	i	-10	0	i	i	i
> CN(C)CCNC(=O)c1csc(Nc2cccc3ccccc23)n1
  i	i	-9	/	i	i	-4	-1	i	i	i
> CCCC(=O)N(Cc1cc(=O)[nH]c2ccccc12)c1ccc(C)cc1C
  i	i	2	0	i	i	-9	-1	i	i	i
> COc1ccccc1NS(=O)(=O)c1cccs1
  i	i	3	-7	i	i	-5	1	i	i	i
> CCCCNC(=O)c1onc(CSc2ccc(Cl)cc2)c1C(=O)O
  i	i	-4	-6	i	i	-10	5	i	i	i
> Cc1cccc(C)c1NC(=O)CN(C)C(=O)COc1cccc2c1OC(C)(C)C2
  i	i	0	-2	i	i	-10	-1	i	i	i
> O=C(N/N=C/C(Br)=C\c1ccccc1)c1ccc2nc[nH]c2c1
  i	i	3	6	i	i	-3	1	i	i	i
> O=C(CSCc1cccc(F)c1)N1CCN(c2ccccc2)CC1
  i	i	/	-2	i	i	-14	2	i	i	i
> NC(=O)COC(=O)c1ccccc1SCC(=O)NC1CCCCCCC1
  i	i	0	12	i	i	-10	-3	i	i	i
> O=C(O)c1ccc(NS(=O)(=O)c2cccc(C(=O)Nc3cccc(C(=O)O)c3)c2)cc1
  i	i	-3	-2	i	i	-3	-1	i	i	i
> O=C(Nc1ccc(F)cc1)NC1CCN(Cc2nnnn2Cc2ccco2)CC1
  i	i	-3	2	i	i	-7	0	i	i	i
